FUS yeast rescue: qHTS for Suppressors of FUS Proteinopathy: Primary screen using FUS-linked yeast assay; AID 1347120, 2019; S. cerevisiae FUS-expressing, growth rescue, OD600, 24 h; Potency, µM (titrated, usually from 76.6 µM), inactives show at the top dose growth rescue (activation), hits mostly activators; 0.24% of 390,000 active;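 further: potency means the concentration at half of the fitted maximal effect; plate controls were DMSO vehicle for no effect and reference control for full effect; nearly all actives have a fitted effect of over 55% in size; some results filed as inactive show a strong effect at the top dose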
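Restored growth of FUS-toxic S. cerevisiae, read as 600 nm absorbance after 24 h at 30C in galactose medium (starting OD 0.005). Controls CP55940 and DMSO.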
pAkt inh: HTS Assay for Inhibitors of Akt Phophorylation: Primary Screen. Neuro2A IGF-stimulated pAkt S473 HTRF, 20 min; stronger effect = lower value. activity change, % for hits at 50 µM. 0.32% of 360,000 active; in the data active means activity change below about -80%; inconclusive means mostly about -51% to -80%; further: on the % scale 0 is the no-effect control and ±100 the full control effect
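Neuro2A cells in DMEM with 0.5% FBS, overnight at 37 deg C, given compound at single 50 µM final, then IGF (6 nM final) for 20 min at 37 deg C. Lysed; phospho-Akt Ser473 by HTRF after 24 h, 665/615 ratio.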
GLP1R inv ag: qHTS of GLP-1 Receptor Inverse Agonists (Inhibition Mode). AID 624417, 2012. HEK293 GLP-1R CRE-luciferase, luminescence, 24 h; GLP-1R form is constitutively active. Glucagon-like peptide 1 receptor (Homo sapiens), P43220. 1.6% of 410,000 active. Potency, µM (highest dose often 38.3 µM), without a hit: at the top dose activity change, negative = inhibition, hits mostly inhibitors; further: potency means the concentration at half of the fitted maximal effect; on the % scale 0 is the no-effect control and ±100 the full control effect; nearly all actives have a fitted effect of over 55% in size
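Inverse agonism was detected as reduced cAMP-driven luciferase luminescence after 24 h compound treatment. The cells were HEK293 clones expressing constitutively active human GLP-1R with the reporter. Reporter-only and GPR119 cell lines served as counterscreen controls.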
Abeta rescue: qHTS for compounds that reverse cellular toxicity of Amyloid beta (A-beta) peptide in yeast: Primary Screen; Potency, µM (series often up to 46.1 µM), for inactives: at the top dose growth rescue, usual class: activators; yeast expressing A-beta42, growth rescue, OD600, 48 h; response scale: 0% DMSO, 100% iron-clioquinol control; 0.063% of 410,000 active; further: potency means the concentration at half of the fitted maximal effect; nearly all actives have a fitted effect of over 55% in size
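Yeast A-beta toxicity model in growth medium with pinned compounds, 48 h at 30 C; growth read as absorbance at 600 nm. Normalized to FeCl3/clioquinol equimolar mix (positive) and DMSO (negative).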
TDP43 rescue: qHTS of TDP-43 Inhibitors; Potency, µM (doses to about 46.1 µM), for the others: at the highest dose growth rescue (activation), actives largely listed as activators; 1.8% of 410,000 active; TDP-43 expressing yeast growth rescue, BacTiter-Glo, 24 h; further: potency means the concentration at half of the fitted maximal effect; % of control where 0% means no effect; nearly all actives have a fitted effect of over 50% in size
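Cell-based yeast growth screen: TDP-43 expression induced in galactose, inoculum OD600=0.02 after raffinose pregrowth to mid-log. Read-out BacTiter-Glo luminescence at 24 hr, 30 deg C; inhibition of toxicity seen as signal increase.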
PTHR1 agonist: qHTS for PTHR1 Agonists: Primary Screen; AID 743266, 2014; HEK293 GP2 PTHR1 cells, GloSensor cAMP luminescence, 1 h; 0.075% of 410,000 active; Potency, µM (doses to about 115 µM), inactives show at the highest dose activation, usual class: activators; Parathyroid hormone/parathyroid hormone-related peptide receptor (Homo sapiens), Q03431; further: potency means the concentration at half of the fitted maximal effect; nearly all actives have a fitted effect of over 55% in size; some results filed as inactive show a strong effect at the top dose; inactives centre near -15; many of its hits are not listed in these tables
Target sequence (Q03431 whole entry, looked up): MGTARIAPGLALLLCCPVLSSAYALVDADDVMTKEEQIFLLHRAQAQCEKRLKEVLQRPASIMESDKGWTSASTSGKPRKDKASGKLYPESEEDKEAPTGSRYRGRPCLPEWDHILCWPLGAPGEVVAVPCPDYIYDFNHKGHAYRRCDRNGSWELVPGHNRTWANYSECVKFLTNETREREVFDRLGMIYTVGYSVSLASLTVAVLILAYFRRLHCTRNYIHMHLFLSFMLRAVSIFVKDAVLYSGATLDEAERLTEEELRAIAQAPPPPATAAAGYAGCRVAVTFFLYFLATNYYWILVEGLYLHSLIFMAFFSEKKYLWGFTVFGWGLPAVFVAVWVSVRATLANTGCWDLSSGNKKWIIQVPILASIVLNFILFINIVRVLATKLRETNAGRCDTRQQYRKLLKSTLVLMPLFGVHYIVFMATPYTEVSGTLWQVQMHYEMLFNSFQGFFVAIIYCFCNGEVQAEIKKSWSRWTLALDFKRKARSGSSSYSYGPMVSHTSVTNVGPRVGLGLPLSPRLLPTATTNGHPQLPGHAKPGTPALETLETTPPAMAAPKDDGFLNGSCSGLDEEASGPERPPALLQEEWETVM
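HEK-293-derived GP2 cells expressing PTHR1 and a GloSensor cAMP reporter, 3,000/well, plated overnight, given luciferin plus IBMX (each 0.5 mM as added) for 1 h at 37 °C, then compound for 1 h at 37 °C. Luminescence was read after 15 min at room temperature.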
aSyn rescue: qHTS of alpha-syn Inhibitors; 0.14% of 370,000 active; Potency, µM (top dose mostly 46.1 µM), without a hit: at the top dose growth rescue (activation), actives largely listed as activators; Yeast expressing alpha-synuclein, growth rescue, BacTiter-Glo, 24 h; further: potency means the concentration at half of the fitted maximal effect; % of control where 0% means no effect; nearly all actives have a fitted effect of over 65% in size
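Screening used galactose-induced yeast with toxic alpha-synuclein levels, exposed to compound for 24 hr at 30 deg C. Cell growth, read with BacTiter-Glo luminescence, gave the measured signal.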
DRD3 antagonist: qHTS of D3 Dopamine Receptor Antagonist: qHTS | D(3) dopamine receptor (Homo sapiens), P35462 | D3R cells, DiscoveRx beta-arrestin luminescence, antagonist mode; stronger effect = lower value | max response, negative = inhibition, % | 2.5% of 360,000 active; in the data active means max response below about -50%; inconclusive means no clear call, values can overlap the other calls; further: on the % scale 0 is the no-effect control and ±100 the full control effect; mostly tested at two doses, the higher about 12 µM
Target sequence (P35462 whole entry, looked up): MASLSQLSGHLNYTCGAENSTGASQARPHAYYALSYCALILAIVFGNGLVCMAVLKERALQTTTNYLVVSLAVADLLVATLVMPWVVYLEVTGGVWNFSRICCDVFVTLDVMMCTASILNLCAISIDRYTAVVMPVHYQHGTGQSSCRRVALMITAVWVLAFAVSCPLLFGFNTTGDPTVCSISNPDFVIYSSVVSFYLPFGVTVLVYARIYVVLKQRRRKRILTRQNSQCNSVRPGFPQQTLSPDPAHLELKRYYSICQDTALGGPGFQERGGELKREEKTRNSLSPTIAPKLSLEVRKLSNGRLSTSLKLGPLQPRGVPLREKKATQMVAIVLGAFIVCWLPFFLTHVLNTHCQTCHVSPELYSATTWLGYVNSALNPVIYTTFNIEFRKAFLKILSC
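Cells plated overnight at 1500 cells/well, then exposed to library compounds with dopamine controls for 90 minutes at 37 degrees C. DiscoveRx reagent added for 30–60 minutes at room temperature; luminescence read, quantitative HTS format.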
GLP-1R agonist: qHTS of GLP-1 Receptor Agonists. 0.007% of 380,000 active. HEK293 GLP-1R CRE-luciferase, luminescence, 4-6 h; cells express a hypersensitive GLP-1R form. Potency, µM (doses to about 45.6 µM), inactives show at the highest dose activation, usual class: activators. Glucagon-like peptide 1 receptor (Homo sapiens), P43220; further: potency means the concentration at half of the fitted maximal effect; % of control where 0% means no effect
Numbers without * were called inactive; i = inactive; ? = inconclusive; · = no result given; [ ] = remark or other dose. Unless noted, the call rests on the fitted dose curve; in most records, active means well fitted curve in the direction sought with a large enough effect; inconclusive means small, poorly fitted or top-dose-only effect, or another doubt; inactive means no such curve, though single readings can be large; an effect the other way counts as inactive or inconclusive. A portion of the library; rates above refer to the full screens.

item	SMILES	FUS yeast rescue	pAkt inh	GLP1R inv ag	Abeta rescue	TDP43 rescue	PTHR1 agonist	aSyn rescue	DRD3 antagonist	GLP-1R agonist
1	COCCNC(=O)C1CCCN(Cc2cccc(C#N)c2)CC1 (stereo unspecified)	-17%	i	12%	-3%	13%	-1%	?	17	-1%
2	Clc1ccc(/C=N/N2CCN(Cc3ccccc3)CC2)cc1	-34%	i	?	-3%	10%	-29%	8%	-4	9%
3	COc1ccc(N/C=C(\C2OC(=O)c3ccccc32)[N+](=O)[O-])cc1 (stereo unspecified)	35%	i	-24%	3%	0%	-49%	6%	4	2%
4	Cc1cc(C)n(-c2cc(C(=O)O)cc(C(=O)O)c2)n1	-5%	i	15%	1%	-6%	i	0%	14	24%
5	Cc1ccc(CNC(=O)Cn2cc(C(=O)c3ccc(Cl)cc3)c(=O)c3ccc(C)nc32)cc1	-15%	·	0%	-1%	14%	i	·	·	·
6	O=C(CN(Cc1ccccc1Cl)C(=O)c1csnn1)NCc1ccccc1	14%	i	?	-13%	-12%	-9%	-1%	-7	10%
7	Cn1ccnc1SCC(=O)Nc1ccc2ccccc2c1	1%	i	-24%	-3%	-8%	-35%[inhibitor][57.5 µM]	1%	9	-7%
8	O=C(c1ccc(N2CCOCC2)nc1)N1CCOCC1	-7%	i	16%	13%	-14%	i	-6%	9	-7%
9	CC(C)(C)NC(=O)N1CCN(c2nc3ccc(Cl)cc3s2)CC1	6%	i	?	23%	17%	-90%	1%	15	5%
10	O=C1[C@H]2[C@@H](c3ccccc3)N[C@]3(CCCN(Cc4ccco4)C3=O)[C@H]2C(=O)N1Cc1ccccc1	14%	i	-16%	-19%	-3%	-16%	-2%	-56*	-3%
11	O=C(Nc1ccc(F)cc1F)NC1CC1	38%	i	5%	-10%	0%	-20%	0%	17	0%
12	Cc1ccc(C2CC(c3ccco3)n3ncnc3N2)cc1 (stereo unspecified)	-14%	i	2%	-3%	-6%	i	-3%	-5	-2%
13	COc1ccc(-c2nc3sc(CCNC(=O)C(=O)Nc4ccc(OC)c(OC)c4)c(C)n3n2)cc1	5%	·	6%	7%	?	i	·	·	·
14	CCOc1ccc(NS(=O)(=O)c2ccc(C(=O)NC3CCN(Cc4ccccc4)CC3)cc2)cc1	6%	i	?	4%	-24%	-1%	-1%	-69*	-12%
15	Cc1cccc(CN(C)C[C@@H]2OCc3cnnn3CCCC(=O)N([C@H](C)CO)C[C@H]2C)c1	0%	i	-3%	-5%	-4%	-5%	1%	-13	-5%
16	COc1ccc(Cl)cc1NC(=O)COC(=O)C1CCCCC1	14%	i	-5%	?	13µM*	i	1%[1.84 µM]	5	-1%
17	Cc1ncc([N+](=O)[O-])n1CC(=O)Nc1ccc(Cl)cc1	4%	i	-15%	-4%	-22%	-5%	2%	-14	7%
18	COC(=O)C1=C(C(=O)OC)C(c2ccccc2O)c2sc(=O)[nH]c2S1 (stereo unspecified)	9%	i	15%	8%	12%	-8%	8%	-6	0%
19	CC(C)c1ccc(N2C(=O)CSC23C(=O)N(Cc2cccc(F)c2)c2ccccc23)cc1 (stereo unspecified)	-20%	·	8%	-21%	-13%	i	3%	·	15%
20	COc1cc(OC)c(C(=O)OCC(=O)Nc2ccccc2Cl)cc1OC	31%	i	87%[activator]	-21%	2%	29%	0%	2	22%
21	COc1cc(OC)c2c(c1)OC(=O)CC2c1ccc2c(c1)OCO2 (stereo unspecified)	29%	i	6%	7%	14%	-27%	0%	28	-3%
22	COc1ccc(NC(=O)CN2CCN(C(=S)NC3CCCC3)CC2)cc1	-10%	i	-7%	3%	11%	-27%	0%	0	-1%
23	Cc1cc(C)cc(OCC(=O)Nc2ccc3c(c2)OCCO3)c1	-7%	i	-6%	-17%	13%	?	6%	-5	-7%
24	Cc1ccc(N=Cc2c(O)ccc3ccccc23)cc1F	-18%	i	-6%	-11%	-31%[inhibitor]	-8%	-3%	?	-9%
25	CCOC(=O)C1CCN(C(=O)/C=C/c2ccc(S(=O)(=O)N3CCOCC3)cc2)CC1	3%	i	22%	7%	11%	-14%	4%	19	-16%

Full records, looked up by structure. Values in the order: FUS yeast rescue	pAkt inh	GLP1R inv ag	Abeta rescue	TDP43 rescue	PTHR1 agonist	aSyn rescue	DRD3 antagonist	GLP-1R agonist
COc1ccc(-c2nc3sc(CCNC(=O)C(=O)Nc4ccc(OC)c(OC)c4)c(C)n3n2)cc1 as listed: 5%	·	6%	7%	?	i	·	·	·
Clc1ccc(/C=N/N2CCN(Cc3ccccc3)CC2)cc1 as listed: -34%	i	?	-3%	10%	-29%	8%	-4	9%

Additional compounds
item	SMILES	FUS yeast rescue	pAkt inh	GLP1R inv ag	Abeta rescue	TDP43 rescue	PTHR1 agonist	aSyn rescue	DRD3 antagonist	GLP-1R agonist
26	Cc1ccc(NC(=O)c2ccc3nc(Cc4ccccc4)oc3c2)cc1F	-7%	·	?	4%	18%	-49%[inhibitor]	·	·	·
27	COc1cccc(OC)c1C(=O)OCC(=O)NC(=O)NCc1ccccc1	19%	i	?	-25%	-6%	i	2%	-5	12%
28	CCCCn1c(N)c(N(CCOC)C(=O)CN2C(=O)C3CCCCC3C2=O)c(=O)[nH]c1=O (stereo unspecified)	6%	i	3%	0%	-8%	-5%	-2%	5	-5%
29	CC(C)(C)NC(=O)COC(=O)c1ccc2c(c1)C(=O)N(Cc1ccco1)C2=O	18%	i	-1%	-6%	-10%	-11%	1%	5	-2%
30	CCc1ccc(-c2nc(SCC(=O)N(C)C3CCS(=O)(=O)C3)n[nH]2)cc1 (stereo unspecified)	6%	i	-5%	6%	18%	-8%	-2%	6	1%
31	Nc1ncnc(Nc2ccccc2C(F)(F)F)n1	-1%	i	12%	19%	-1%	-8%[57.5 µM]	1%	-17	3%
32	c1ccc(-c2nc(-n3nc4ccccc4n3)nc3ccccc23)cc1	-5%	i	?	21%	9%	-9%[57.5 µM]	1%	15	-3%
33	COc1ccc(C2=NN(c3ccccc3)C(=O)/C2=C\c2ccc(O)c(OC)c2)cc1	?	i	27%	4%	17%	i	2%	0	-5%
34	CCOC(=O)C1(CC2CCCCO2)CCN(C2CCSCC2)CC1 (stereo unspecified)	12%	i	-7%	-15%	2%	-4%	-5%	0	1%
35	N#Cc1cccc(C#N)c1N1CCC(C#N)CC1	-1%	i	0%	-9%	-2%	0%	0%	3	11%
36	CCNc1nc(NCC)nc(NC(N)=S)n1	6%	i	56%[activator]	14%	-5%	-20%	-9%	8	32%
37	CCN(CC)CCNC(=O)CNC(=O)c1nn(-c2ccc(OC)c(OC)c2)c(=O)c2ccccc12	10%	i	6%	-8%	14%	-21%	10%	-20	3%
38	CCOc1ccccc1N(CC)C(=O)Cn1ncc2c([nH]c3ccccc32)c1=O	-13%	·	-36%	-6%	20%	-12%	·	·	·
39	Cc1cccc(C(=O)NCC(=O)OCCOc2ccccc2Cl)c1	9%	i	9%	6%	13%	3%	6%	-15	2%
40	CCn1c(=O)c2sccc2n2c(CCCC(=O)N3CCN(c4cccc(Cl)c4)CC3)nnc12	-12%	·	4%	-11%	20%[9.22 µM]	-5%	·	·	·
41	O=C(COC(=O)c1ccc(Cl)nc1)Nc1cc(S(=O)(=O)N2CCOCC2)ccc1Cl	·	i	2%	10%	14%	i	9%	-10	-1%
42	COc1ccc(Cl)cc1NC(=O)Cn1c(=O)c(-c2ccccc2NC(C)=O)nc2ccccc21	8%	·	-2%	4%	-1%	?	·	·	·
43	CC(=O)Nc1ccc(S(=O)(=O)Nc2nc3ccccc3nc2Sc2nncn2C)cc1	34%	·	1%	-14%	-19%	i	6%	-14	3%
44	CCOc1cc(C2CC(=O)Nc3c2c(=O)nc(SCc2cccc(Cl)c2)n3C)ccc1O (stereo unspecified)	22%	·	22%	2%	0%[9.22 µM]	i	·	·	·
45	CCOc1ccc(CNC(=O)CCC(=O)N2CC3CCCN3c3ccccc32)cc1 (stereo unspecified)	?	·	-18%	-6%	24%	10%	·	·	·
46	CCN(CC)c1ccc(S(=O)(=O)N2CCOCC2)cc1NC(=O)C1CC1	·	i	22%	2%	8%	i	-8%	26	0%
47	O=c1c2c(-c3cccc([N+](=O)[O-])c3)ccnc2[nH]n1-c1ccccc1	-11%	i	6%	15%	6%	-5%	-8%	-8	2%
48	CCC(C)c1c(O)nc(SCC(=O)N2CCOCC2)[nH]c1=O (stereo unspecified)	41%	·	8%	-15%	-17%	i	-1%	-17	-3%
49	O=C(c1ccco1)N1CCN(C(=O)c2ccc(-c3ccccc3Cl)o2)CC1	32%	i	-15%	5%	14µM*	-22%	-3%[1.84 µM]	-25	22%
50	O=C(CCCn1c(=O)c2sccc2n(Cc2ccc(Cl)cc2)c1=O)NCc1ccc2c(c1)OCO2	8%	·	11%	-32%	11%	i	·	·	·
51	COc1ccc(NC(=O)CCCN2C(=O)CN(C)C2=O)c(OC)c1	7%	i	12%	-22%	-2%	-23%	-6%	-1	-3%
52	NCc1csc(Nc2nncc3ccccc23)n1	-12%	i	39%[activator]	-16%	-15%	14%	-3%	-6	18%
